Screens as filed in PubChem.
CCR6 antag: antagonists of human CCR6 receptor; inhibition, % at 20 µM; CHO-K1 CCR6 PathHunter beta-arrestin, luminescence, CCL20-stimulated; actives 0.49% (n = 340,000); P51684; AID 493098;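 active = compounds whose inhibition of the agonist-driven luminescence signal at 20 µM reaches about 50%, limit read from the data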;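 note: cells stimulated with CCL20 at 14 nM final; plate controls were DMSO with CCL20 for no effect and DMSO without agonist for full effect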
EBI2 antag: blocks human EBI2 receptor beta-arrestin signaling. P32249. EBI2 beta-arrestin recruitment, luminescence, 7a,25-OHC stimulated. inhibition, % at 5 µM. actives 0.81% (n = 360,000). AID 651636; in the data active = inhibition above about 38%;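 note: enzyme fragment complementation signal reports receptor beta-arrestin coupling in cells; 0% = agonist plus DMSO wells and 100% = wells without agonist; some results beyond the cut were filed as inactive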
Target sequence (P32249 whole entry, looked up, the tested form may be a part): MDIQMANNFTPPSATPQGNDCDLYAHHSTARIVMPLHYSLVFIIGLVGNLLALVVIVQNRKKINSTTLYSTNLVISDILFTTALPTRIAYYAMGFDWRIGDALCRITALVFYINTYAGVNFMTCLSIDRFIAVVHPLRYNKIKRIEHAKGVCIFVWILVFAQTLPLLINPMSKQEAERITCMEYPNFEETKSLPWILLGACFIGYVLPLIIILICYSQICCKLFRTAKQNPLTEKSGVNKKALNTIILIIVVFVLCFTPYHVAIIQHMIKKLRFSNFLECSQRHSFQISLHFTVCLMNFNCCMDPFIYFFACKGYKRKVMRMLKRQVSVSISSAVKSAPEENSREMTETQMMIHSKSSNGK
NR3A LBD binder: modulates the human NR3A ligand-binding domain. actives 2.5% (n = 340,000). AID 1259313. Tm shift relative to glycine control, % at 25 µM. NR3A LBD differential scanning fluorimetry, Tm shift; 0% = protein alone, 100% = glycine-bound protein;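 active = melting temperature shift of at least 10% of the positive control shift, at one fixed dose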
APOBEC3A inh: human APOBEC3A DNA deaminase inhibition; P31941; recombinant A3A, FAM/TAMRA ssDNA deamination fluorescence; inhibition, % at 20 µM; actives 0.41% (n = 330,000); AID 493011;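 active = at least 40% inhibition at 20 µM here, with at most 30% in a related deaminase screen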;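 note: plate controls were A3A with DMSO for no effect and wells lacking A3A enzyme for full effect; some results filed as inactive read as strong as hits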
A3G deaminase: APOBEC3G (human) deaminase inhibition; actives 0.28% (n = 330,000); Q9HC16; recombinant A3G, ssDNA deamination FAM/TAMRA fluorescence; inhibition, % at 20 µM;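 active = inhibition of at least 40% at 20 µM, with no more than 30% in the related APOBEC3A deaminase screen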;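 note: plate controls were DMSO wells with A3G for no effect and wells lacking A3G enzyme for full effect; some compounds called inactive have numbers as strong as hits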
Target sequence (Q9HC16 whole entry, looked up): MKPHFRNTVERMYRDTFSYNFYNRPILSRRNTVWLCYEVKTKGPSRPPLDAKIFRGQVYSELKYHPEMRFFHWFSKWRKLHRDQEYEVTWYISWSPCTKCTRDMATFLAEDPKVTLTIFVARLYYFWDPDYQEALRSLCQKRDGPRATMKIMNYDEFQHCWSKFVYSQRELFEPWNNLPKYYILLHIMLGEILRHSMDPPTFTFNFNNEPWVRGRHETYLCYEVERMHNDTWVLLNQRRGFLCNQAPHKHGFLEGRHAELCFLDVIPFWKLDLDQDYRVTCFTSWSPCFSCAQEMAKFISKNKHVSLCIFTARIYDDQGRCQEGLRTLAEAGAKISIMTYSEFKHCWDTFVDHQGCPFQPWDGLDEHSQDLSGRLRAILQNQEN
Gli-Sufu antag: blocks Gli-Sufu signaling in a luciferase reporter | Sufu-KO-LIGHT fibroblasts, Gli luciferase reporter luminescence | inhibition, % at 5 µM | actives 0.74% (n = 340,000);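 active = inhibition above about 55%, limit read from the data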;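 note: 0% = DMSO-treated cells and 100% = wells with medium but no cells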
CXCR6 inh: blocks human CXCR6 beta-arrestin recruitment. actives 0.36% (n = 360,000). inhibition, % at 20 µM. CHO-K1 PathHunter CXCR6 beta-arrestin, luminescence. O00574; in the data active = inhibition above about 34%, passing the limit was not always enough;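 note: antagonist mode with CXCL16 agonist at 10 nM final; 0% = 10 nM CXCL16 with DMSO and 100% = unstimulated wells without agonist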
Target sequence (O00574 whole entry, looked up): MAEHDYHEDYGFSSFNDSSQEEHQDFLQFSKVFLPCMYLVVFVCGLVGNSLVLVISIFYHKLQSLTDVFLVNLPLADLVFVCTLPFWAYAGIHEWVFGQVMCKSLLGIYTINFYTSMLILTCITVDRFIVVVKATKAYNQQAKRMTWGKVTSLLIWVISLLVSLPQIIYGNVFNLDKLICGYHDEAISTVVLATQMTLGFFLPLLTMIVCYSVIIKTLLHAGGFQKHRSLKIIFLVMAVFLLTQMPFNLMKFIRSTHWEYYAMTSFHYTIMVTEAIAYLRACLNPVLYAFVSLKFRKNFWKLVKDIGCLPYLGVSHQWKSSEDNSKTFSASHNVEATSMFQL
MPTP inh: permeability transition pore inhibition; inhibition, % at 10 µM; actives 1.4% (n = 360,000); isolated mouse mitochondria, Ca2+ swelling absorbance, 30 min;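 active = inhibition of 50% or more, scaled per plate between neutral and stimulator controls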;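 note: 0% = DMSO wells given calcium and 100% = 1 mM EGTA wells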
* marks the source's active call; other numbers are inactive results.

What do the screens show for `CCOc1ccc(N(CC(=O)NC2CCCCC2)C(=O)CCCC(=O)Nc2ccccn2)cc1`?
CCR6 antag: 6; EBI2 antag: 15; NR3A LBD binder: 0; APOBEC3A inh: 3; A3G deaminase: -5; Gli-Sufu antag: 2; CXCR6 inh: 4; MPTP inh: 0.8

What do the screens show for `CCCCN1C(=O)N(C)C2NC(=S)NC21` (centres undefined)?
CCR6 antag: 3; EBI2 antag: -13; NR3A LBD binder: 0; APOBEC3A inh: -3; A3G deaminase: -9; Gli-Sufu antag: 4; CXCR6 inh: -3; MPTP inh: -0.4

How did CCn1c(SCC(N)=O)nc2sc3c(c2c1=O)CCN(C)C3 do in these assays?
CCR6 antag: 0; EBI2 antag: 0; NR3A LBD binder: 1; APOBEC3A inh: -1; A3G deaminase: -3; Gli-Sufu antag: -2; CXCR6 inh: 1; MPTP inh: -0.8

What do the screens show for `C/C(=N/NC(=O)c1ccc(C)s1)c1cccnc1`?
CCR6 antag: -19; EBI2 antag: -4; NR3A LBD binder: -2; APOBEC3A inh: -2; A3G deaminase: -8; Gli-Sufu antag: -29; CXCR6 inh: -5; MPTP inh: -1.1

What do the screens show for `O=C(O)/C=C\C(=O)Nc1cccc(NC(=O)c2ccccc2)c1`?
CCR6 antag: 8; EBI2 antag: -12; NR3A LBD binder: -1; APOBEC3A inh: 2; A3G deaminase: -3; Gli-Sufu antag: 6; CXCR6 inh: -6; MPTP inh: -1.2

Results for COc1cc(CNc2ncn[nH]2)ccc1OCc1ccccc1C ?
CCR6 antag: -6; EBI2 antag: 8; NR3A LBD binder: -4; APOBEC3A inh: 1; A3G deaminase: -9; Gli-Sufu antag: -45; CXCR6 inh: 0; MPTP inh: -0.2

What do the screens show for `Cc1cc(=O)[nH]c(SCC(=O)NC2CCCCCCC2)n1`?
CCR6 antag: 2; EBI2 antag: 1; NR3A LBD binder: 2; APOBEC3A inh: -4; A3G deaminase: -5; Gli-Sufu antag: 0; CXCR6 inh: 4; MPTP inh: -2.1

How did CC(C)C[C@@H](CNCC(=O)[C@H](Cc1c[nH]c2ccccc12)NC(=O)c1[nH]cnc1C(=O)N[C@H](CN)CC(C)C)NC(=O)c1nc[nH]c1C(=O)N[C@@H](CC(=O)O)C(=O)O do in these assays?
CCR6 antag: 18; EBI2 antag: -1; NR3A LBD binder: 3; Gli-Sufu antag: -22; CXCR6 inh: 6; MPTP inh: 3.7

How did COc1cccc(CN2CC(C(=O)N(C)Cc3[nH]c4ccccc4c3C)CCC2=O)c1 (centres undefined) do in these assays?
CCR6 antag: 6; EBI2 antag: 10; NR3A LBD binder: 1; APOBEC3A inh: -5; A3G deaminase: -7; Gli-Sufu antag: -7; CXCR6 inh: 1; MPTP inh: -1.9

What do the screens show for `Cc1cc(C)cc(NC(=O)c2cc(Cl)sc2Cl)c1`?
CCR6 antag: 2; EBI2 antag: -13; NR3A LBD binder: 4; APOBEC3A inh: -6; A3G deaminase: -8; Gli-Sufu antag: 2; CXCR6 inh: -10; MPTP inh: 7.3

How did COc1ccc(S(=O)(=O)N(C)C)cc1NC(C)C(=O)Nc1cccc(C#N)c1 (centres undefined) do in these assays?
CCR6 antag: 0; EBI2 antag: 14; NR3A LBD binder: -1; APOBEC3A inh: 0; A3G deaminase: -3; Gli-Sufu antag: 1; CXCR6 inh: -2; MPTP inh: 1.1

How did CC(C)n1c(SCC(N)=O)nc2c1c(=O)[nH]c(=O)n2C do in these assays?
CCR6 antag: 2; EBI2 antag: -8; NR3A LBD binder: 3; Gli-Sufu antag: 2; CXCR6 inh: -5; MPTP inh: -4.2

3 structures already listed, arranged by length of the SMILES, highest first.
How did CC(C)n1c(SCC(N)=O)nc2c1c(=O)[nH]c(=O)n2C do in these assays?
CCR6 antag: 2; EBI2 antag: -8; NR3A LBD binder: 3; Gli-Sufu antag: 2; CXCR6 inh: -5; MPTP inh: -4.2

What do the screens show for `C/C(=N/NC(=O)c1ccc(C)s1)c1cccnc1`?
CCR6 antag: -19; EBI2 antag: -4; NR3A LBD binder: -2; APOBEC3A inh: -2; A3G deaminase: -8; Gli-Sufu antag: -29; CXCR6 inh: -5; MPTP inh: -1.1

What do the screens show for `CCCCN1C(=O)N(C)C2NC(=S)NC21` (centres undefined)?
CCR6 antag: 3; EBI2 antag: -13; NR3A LBD binder: 0; APOBEC3A inh: -3; A3G deaminase: -9; Gli-Sufu antag: 4; CXCR6 inh: -3; MPTP inh: -0.4

Following part.
What do the screens show for `C#CC(C)(CC)NC(=O)c1cc(OC)c(OC)c(OC)c1` (centres undefined)?
CCR6 antag: -14; EBI2 antag: 3; NR3A LBD binder: 1; APOBEC3A inh: 4; A3G deaminase: -5; Gli-Sufu antag: 5; CXCR6 inh: -4; MPTP inh: -0.8

What do the screens show for `Cc1ccc(C2=CC(c3ccccc3)n3ncnc3N2)cc1` (centres undefined)?
CCR6 antag: 11; EBI2 antag: 20; NR3A LBD binder: -5; APOBEC3A inh: -2; A3G deaminase: -4; Gli-Sufu antag: -1; CXCR6 inh: -12; MPTP inh: 0.7

Results for O=C1CN(c2ccccc2)C(=S)N1c1ccccc1 ?
CCR6 antag: 7; EBI2 antag: 5; NR3A LBD binder: 0; APOBEC3A inh: -5; A3G deaminase: -4; Gli-Sufu antag: 12; CXCR6 inh: -3; MPTP inh: -1.0

Results for CC(C)c1ccc[n+](-c2nc([O-])sc2C=O)c1 ?
CCR6 antag: 0; EBI2 antag: -5; NR3A LBD binder: -1; APOBEC3A inh: 7; A3G deaminase: 2; Gli-Sufu antag: 6; CXCR6 inh: 0; MPTP inh: 1.9

What do the screens show for `O=C(N/N=C/c1ccccn1)c1ccc([N+](=O)[O-])cc1`?
CCR6 antag: 5; EBI2 antag: -10; NR3A LBD binder: 2; APOBEC3A inh: 4; A3G deaminase: -4; Gli-Sufu antag: -4; CXCR6 inh: 8; MPTP inh: -1.6

What do the screens show for `Cc1ccc(-n2c(C)cc(/C=N/Nc3ccc([N+](=O)[O-])cn3)c2C)cc1`?
CCR6 antag: 17; EBI2 antag: 11; NR3A LBD binder: -4; APOBEC3A inh: 23; A3G deaminase: 7; Gli-Sufu antag: 12; CXCR6 inh: 2; MPTP inh: 0.5

How did O=C(CCCN1C(=O)c2cccc3cccc(c23)C1=O)N1CCN(c2ccccc2)CC1 do in these assays?
CCR6 antag: 7; EBI2 antag: -9; NR3A LBD binder: -1; APOBEC3A inh: -4; A3G deaminase: 0; Gli-Sufu antag: 3; CXCR6 inh: 10; MPTP inh: 1.2

How did CCOC(=O)c1[nH]c(C)c(CN(CCc2ccccc2)S(C)(=O)=O)c1C do in these assays?
CCR6 antag: 15; EBI2 antag: -3; NR3A LBD binder: 2; APOBEC3A inh: 3; A3G deaminase: 2; Gli-Sufu antag: 2; CXCR6 inh: 1; MPTP inh: -2.4

Results for O=C(O)C1CCC(=O)N(C2CC2)C1c1ccccc1 (centres undefined) ?
CCR6 antag: -10; EBI2 antag: -4; NR3A LBD binder: 0; APOBEC3A inh: -2; A3G deaminase: -1; Gli-Sufu antag: -1; CXCR6 inh: -3; MPTP inh: -0.3

How did O=C(CCC(=O)OCC(=O)c1ccccc1)NC1CCCCC1 do in these assays?
CCR6 antag: 4; EBI2 antag: -3; NR3A LBD binder: 9; APOBEC3A inh: -1; A3G deaminase: -5; Gli-Sufu antag: 1; CXCR6 inh: 0; MPTP inh: 1.7

How did COc1cc(OC)nc(-n2ncc(OC)c(Br)c2=O)n1 do in these assays?
CCR6 antag: 3; EBI2 antag: 0; NR3A LBD binder: -3; APOBEC3A inh: 3; A3G deaminase: -3; Gli-Sufu antag: -1; CXCR6 inh: 1; MPTP inh: 0.8

Results for O=C(COc1cccnc1[N+](=O)[O-])NCCc1ccc(Cl)cc1 ?
CCR6 antag: -13; EBI2 antag: 19; NR3A LBD binder: -1; APOBEC3A inh: -3; A3G deaminase: -1; Gli-Sufu antag: 11; CXCR6 inh: -1; MPTP inh: 1.2

How did O=C(Cn1nc2n(c1=O)-c1ccccc1SC2)N/N=C/c1cccnc1 do in these assays?
CCR6 antag: -3; EBI2 antag: -4; NR3A LBD binder: 0; APOBEC3A inh: -1; A3G deaminase: -7; Gli-Sufu antag: -2; CXCR6 inh: 8; MPTP inh: 2.0

How did Cc1ccc(S(=O)(=O)N2c3ccccc3-c3c(ssc3=S)C2(C)C)cc1 do in these assays?
CCR6 antag: 28; EBI2 antag: 30; NR3A LBD binder: 5; APOBEC3A inh: 2; A3G deaminase: -1; Gli-Sufu antag: 14; CXCR6 inh: 12; MPTP inh: 3.4

Results for Cc1noc(C)c1C(=O)Nc1nnc(-c2ccccc2)s1 ?
CCR6 antag: 13; EBI2 antag: -6; NR3A LBD binder: -1; APOBEC3A inh: 2; A3G deaminase: 4; Gli-Sufu antag: 4; CXCR6 inh: 3; MPTP inh: 2.3

What do the screens show for `COCC(C)n1c(SCC(=O)NC(=O)NC2CCCC2)nc2ccccc2c1=O` (centres undefined)?
CCR6 antag: 2; EBI2 antag: -9; NR3A LBD binder: 2; APOBEC3A inh: -5; A3G deaminase: -10; Gli-Sufu antag: 6; CXCR6 inh: 4; MPTP inh: -0.3

Results for COC(=O)C1=C(C)N(CCCC(=O)O)C(=O)NC1c1ccc([N+](=O)[O-])cc1 (centres undefined) ?
CCR6 antag: 1; EBI2 antag: -12; NR3A LBD binder: 3; APOBEC3A inh: -5; A3G deaminase: -12; Gli-Sufu antag: 0; CXCR6 inh: -8; MPTP inh: -3.1

What do the screens show for `Cc1ccc(C)c(N2CCN(C(=O)CCCCn3c(=O)[nH]c4ccccc4c3=O)CC2)c1`?
CCR6 antag: 2; EBI2 antag: 8; NR3A LBD binder: -2; APOBEC3A inh: -4; A3G deaminase: -8; Gli-Sufu antag: 6; CXCR6 inh: -14; MPTP inh: 9.2

Results for C1CC(=NN=C2CCSCC2)CCS1 ?
CCR6 antag: 8; EBI2 antag: 9; NR3A LBD binder: 0; Gli-Sufu antag: 3; CXCR6 inh: -3; MPTP inh: 0.9

How did CN1C(=O)c2cccc3c(S(=O)(=O)Nc4ccccc4F)ccc1c23 do in these assays?
CCR6 antag: 18; EBI2 antag: -11; NR3A LBD binder: -3; APOBEC3A inh: 2; A3G deaminase: -3; Gli-Sufu antag: 14; CXCR6 inh: 9; MPTP inh: 0.1

Results for Cc1ccccc1CN1N=C(/C=C/c2ccccc2)CCC1=O ?
CCR6 antag: 15; EBI2 antag: 6; NR3A LBD binder: 1; APOBEC3A inh: -1; A3G deaminase: 0; Gli-Sufu antag: 23; CXCR6 inh: -6; MPTP inh: -1.0

What do the screens show for `Cc1cccc(NC(=O)c2ccc3c(c2)CCN3S(C)(=O)=O)c1`?
CCR6 antag: 11; EBI2 antag: 9; NR3A LBD binder: 1; APOBEC3A inh: -4; A3G deaminase: 4; Gli-Sufu antag: 15; CXCR6 inh: 2; MPTP inh: 1.0

Results for Cc1sc2nc(SC(C)C)nc(N)c2c1C ?
CCR6 antag: 14; EBI2 antag: -1; NR3A LBD binder: 2; APOBEC3A inh: 1; A3G deaminase: -2; Gli-Sufu antag: -20; CXCR6 inh: -4; MPTP inh: 1.6

What do the screens show for `Cc1nn(C)c(C(=O)NCc2ccc(Cl)cc2)c1Cl`?
CCR6 antag: 11; EBI2 antag: -9; NR3A LBD binder: -2; APOBEC3A inh: -3; A3G deaminase: -7; Gli-Sufu antag: 63*; CXCR6 inh: -11; MPTP inh: 93*

Results for CNC(=O)Nc1ccccc1NC(=O)NC ?
CCR6 antag: -1; EBI2 antag: 3; NR3A LBD binder: -3; APOBEC3A inh: 1; A3G deaminase: 3; Gli-Sufu antag: -8; CXCR6 inh: -3; MPTP inh: -0.9

Results for CC(OC(=O)C1=COCCO1)C(=O)Nc1ncc(Cl)cc1Cl (centres undefined) ?
CCR6 antag: -2; EBI2 antag: -6; NR3A LBD binder: -1; APOBEC3A inh: -4; A3G deaminase: -6; Gli-Sufu antag: -4; CXCR6 inh: -2; MPTP inh: -1.0

Results for Cc1ccc(C2=N/C(=C/c3cccs3)C(=O)N2Nc2ccccc2)cc1 ?
CCR6 antag: 18; EBI2 antag: 9; NR3A LBD binder: -4; APOBEC3A inh: -8; A3G deaminase: -7; Gli-Sufu antag: -1; CXCR6 inh: 10; MPTP inh: 4.0
